# CHRM1 antagonist: human M1 muscarinic receptor antagonists, primary screen, CHO-K1 cells, Fluo-8 calcium fluorescence, 1536-well. Muscarinic acetylcholine receptor M1 (Homo sapiens), P11229. CHO-K1 hM1, ACh EC80 antagonist. inhibition, % at 3 µM. actives 1.3% (n = 360,000);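 active = percent inhibition above its own plate's cutoff, namely the mean of that plate's compound wells plus 3 SD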;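 also: peak over basal fluorescence ratio during 140 s after agonist addition; 0% = ACh EC80 plus DMSO and 100% = DMSO alone without agonist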
# Target sequence (P11229 whole entry, looked up): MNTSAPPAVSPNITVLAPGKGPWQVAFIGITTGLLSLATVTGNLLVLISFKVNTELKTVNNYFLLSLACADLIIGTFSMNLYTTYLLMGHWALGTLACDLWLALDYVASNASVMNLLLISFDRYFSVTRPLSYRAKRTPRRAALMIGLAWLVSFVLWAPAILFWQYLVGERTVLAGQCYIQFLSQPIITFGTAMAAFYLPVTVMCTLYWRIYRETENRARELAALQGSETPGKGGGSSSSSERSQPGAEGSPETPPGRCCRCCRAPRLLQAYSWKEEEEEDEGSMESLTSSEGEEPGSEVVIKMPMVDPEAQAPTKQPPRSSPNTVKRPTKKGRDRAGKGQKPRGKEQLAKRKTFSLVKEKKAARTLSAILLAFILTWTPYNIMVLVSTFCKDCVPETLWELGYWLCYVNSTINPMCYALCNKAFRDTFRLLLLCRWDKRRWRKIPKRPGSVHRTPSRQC
# CRFR2-BP ag: agonists of CRF-BP/CRF-R2 complex, primary screen, cell-based, HEK293, calcium dye fluorescence, uHTS. CRF-binding protein / CRF receptor 2 complex (human). calcium dye fluorescence (FLIPR); percent of saturating CRF peptide response. activation, % at 13.2 µM. actives 0.46% (n = 350,000). AID 588473, 2011;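 active = activation of at least 50%, plus an integration ratio under a set limit after plate pattern correction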;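 also: plate controls were neutral control wells without compound for no effect and CRF at EC100 for full effect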
# CHRM4 agonist: human M4 muscarinic receptor agonists, primary screen, CHO-K1 cells, Fluo-8 calcium fluorescence | activation, % at 3 µM | actives 0.14% (n = 360,000) | CHO-K1 hM4/Gqi5; vehicle 0%, full acetylcholine response 100%;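 active = activation above the run mean over all test wells plus 3 SD, cut at about 32% in these data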;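 also: peak over basal fluorescence ratio per well then scaled between controls; 0% = DMSO wells and 100% = acetylcholine at EC100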
# Target sequence (P08173 whole entry, looked up): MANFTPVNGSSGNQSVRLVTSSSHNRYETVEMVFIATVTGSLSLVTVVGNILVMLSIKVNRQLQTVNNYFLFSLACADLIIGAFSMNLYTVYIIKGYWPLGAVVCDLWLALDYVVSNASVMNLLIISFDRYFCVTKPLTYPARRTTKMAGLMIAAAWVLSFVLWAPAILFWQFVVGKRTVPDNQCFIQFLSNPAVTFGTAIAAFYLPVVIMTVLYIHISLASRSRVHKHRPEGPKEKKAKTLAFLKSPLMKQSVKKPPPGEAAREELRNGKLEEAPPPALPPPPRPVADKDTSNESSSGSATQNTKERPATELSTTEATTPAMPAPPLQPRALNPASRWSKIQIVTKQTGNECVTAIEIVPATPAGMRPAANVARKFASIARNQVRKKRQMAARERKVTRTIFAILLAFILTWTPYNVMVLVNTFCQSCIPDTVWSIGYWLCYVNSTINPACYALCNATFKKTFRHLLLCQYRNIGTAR
# CHRM5 antagonist: human M5 muscarinic receptor antagonists, primary screen, CHO cells, Fluo-8 calcium fluorescence; Muscarinic acetylcholine receptor M5 (Homo sapiens), P08912; CHO-hM5 cells, ACh EC80; inhibition, % at 3 µM; actives 0.59% (n = 360,000);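 active = inhibition above a per-plate cutoff, the mean of that plate's test compounds plus 3 SD, cut at about 27% in these data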;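 also: 0% = acetylcholine EC80 with DMSO and 100% = DMSO without agonist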
# CHRM4 PAM: human M4 muscarinic receptor positive allosteric modulators, primary screen, CHO-K1 cells, Fluo-8 calcium fluorescence | Muscarinic acetylcholine receptor M4 (Homo sapiens), P08173 | CHO-K1 hM4/Gqi5, ACh EC20; 0% = ACh EC20, 100% = maximal ACh | activation, % at 3 µM | actives 0.4% (n = 360,000) | AID 624126, 2012;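 active = activation above its plate's cutoff, the mean activation of sample wells plus 3 SD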; also: some results filed as inactive read as strong as hits
# M5 PAM: human M5 muscarinic receptor positive allosteric modulators, primary screen, CHO-K1 cells, Fluo-8 calcium fluorescence; CHO-K1 hM5, ACh EC20 PAM; 0% = ACh EC20, 100% = ACh EC100; actives 0.3% (n = 360,000); activation, % at 3 µM; AID 624038, 2012;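 active = activation above the run cutoff, the mean activation of all test compounds plus 3 SD, cut at about 18% in these data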
#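 Test system: CHO-K1 hM5 cells / Doses: single-point, 3 µM nominal / Times: Post-acetylcholine fluorescence recording 140 s / Technique: Fluo-8 calcium fluorescence / Measure: Max/basal fluorescence ratio as % of EC20–EC100 ACh window / Benchmarks: low control EC20 acetylcholine (0%), high control EC100 acetylcholine (100%) / Replicates: one well per compound, no replicates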
# M4 antag: human M4 muscarinic receptor antagonists, primary screen, CHO cells, Fluo-8 calcium fluorescence. CHO-hM4 cells, ACh EC80. inhibition, % at 3 µM. actives 0.73% (n = 360,000);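 active = inhibition above its plate's cutoff, the mean inhibition of sample wells plus 3 SD, cut at about 27% in these data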;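 also: 0% = acetylcholine EC80 with DMSO and 100% = DMSO without agonist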
# M1 PAM: human M1 muscarinic receptor positive allosteric modulators, primary screen, CHO-K1 cells, Fluo-8 calcium fluorescence, 1536-well; Muscarinic acetylcholine receptor M1 (Homo sapiens), P11229; activation, % at 3 µM; CHO-K1 hM1, ACh EC20; 0% = ACh EC20, 100% = maximal ACh; actives 0.088% (n = 360,000); AID 588819, 2011; in the data active = activation above about 19%, passing the limit was not always enough
# M5 ag: human M5 muscarinic receptor agonists, primary screen, CHO-K1 cells, Fluo-8 calcium fluorescence; Muscarinic acetylcholine receptor M5 (Homo sapiens), P08912; CHO-K1 hM5 cells; 0% DMSO wells, 100% maximal acetylcholine response; activation, % at 3 µM; actives 0.19% (n = 360,000); AID 624037, 2012;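 active = activation above the run's mean over test compounds plus 3 SD, cut at about 23% in these data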;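 also: signal is peak over basal fluorescence ratio across the kinetic read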
# An asterisk follows results filed as active; . = not tested or not shown.
SMILES,CHRM1 antagonist,CRFR2-BP ag,CHRM4 agonist,CHRM5 antagonist,CHRM4 PAM,M5 PAM,M4 antag,M1 PAM,M5 ag
Cc1cccc2c(C(=O)n3cccn3)cc(-c3ccccc3Cl)nc12,-13,-2.4,1,-7,7,7,-5,12,-1
c1ccc2c(c1)nnn2-c1ncnc2sc3c(c12)CCCC3,-5,-0.2,-2,-3,8,-2,-6,-3,-6
COc1ccccc1-c1cnc(C(O)c2ccc(C)c(F)c2)[nH]1 (stereo not drawn),-15,.,2,-1,1,-5,-7,8,3
Cc1ccc(-c2cc(C(=O)Nc3c(C)n(C)n(-c4ccccc4)c3=O)[nH]n2)c(O)c1,-9,-0.1,1,-6,5,1,-10,4,-3
CCOc1ccc(S(=O)(=O)N2CCN(C(=O)CN3C(=O)NC4(CCCC4)C3=O)CC2)cc1,-6,-0.2,0,-23,2,12,2,8,-5
Cc1cc2c(ncn2C)c(NS(=O)(=O)c2ccc(Cl)cc2)c1C,-8,3.3,2,13,-2,-6,6,12,-6
O=C(c1ccc2c(=O)n(CCc3ccccc3)c(=O)[nH]c2c1)N1CCN(c2ccc(F)cc2)CC1,-3,0.2,6,16,-1,-3,-5,5,-1
O=[N+]([O-])c1cccc(-c2cnc3ccccc3n2)c1,-11,-0.6,1,-5,-1,5,-23,1,0
CCCC[C@@H]1CNCCN1CCCc1cc(OC)c(OC)c(OC)c1,6,-0.4,0,5,3,-2,12,1,-1
CCOC(=O)[C@@H]1[C@H]2COc3ccc(Br)cc3[C@H]2N2C(=O)N(c3cccc(F)c3)C(=O)[C@]12C,-6,-0.8,1,-3,-1,4,4,7,-2
O=c1ccn([C@@H]2O[C@H](CNCc3cccn3-c3nccs3)[C@@H](O)[C@H]2O)c(=O)[nH]1,-16,.,1,11,-1,-2,5,-3,0
CNC(=O)c1ccc(NC(=O)Nc2ccccc2)cc1,-14,-0.4,3,6,-3,-1,0,11,1
O=C(/C=C/c1cc2c(cc1Br)OCO2)NCc1ccc(Cl)cc1,-6,12,0,3,11,6,3,0,-1
Cc1cc(C)n(CC(O)Cn2c3ccc(Cl)cc3c3cc(Cl)ccc32)c(=O)n1 (stereo not drawn),-11,3.2,2,1,4,4,11,14,2
COc1ccc(C(=O)NCCS(=O)(=O)N2CCN(C(=O)c3ccco3)CC2)cc1,0,5.0,1,-4,-1,2,-5,3,-3
Cc1cccc(C(=O)Nc2ccc(C(=O)N3CCCCC3C)cc2)c1 (stereo not drawn),-13,-1.6,1,-6,-2,-1,0,5,2
Cc1ccc(C(C)C)c(O)c1,3,-1.8,1,12,8,0,-11,8,1
COCCCNCC#CCOc1ccc(OC)cc1,-9,1.1,0,0,2,-2,-1,6,-7
CCOC(=O)C1=C(C)N(CCCC(=O)O)C(=O)NC1c1ccccc1OS(=O)(=O)c1ccc(C)cc1 (stereo not drawn),-4,2.5,-1,6,3,12,-4,8,-1
COC(=O)CCSc1cc(NCCOC(C)=O)c([N+](=O)[O-])c2nonc12,7,-4.0,1,1,12,-5,-6,-6,-2
Cc1ccc(N/N=C/c2cccnc2)cc1,0,0.2,0,-7,2,7,7,11,-1
CC1(C)NC(=O)N(CCOc2ccc([N+](=O)[O-])cc2)C1=O,-7,-1.7,1,1,3,0,-11,6,0
COc1cc(OC)c2c(-c3cccc(-c4ccc(N(C)C)cc4)c3)cc(=O)oc2c1,-21,-3.6,0,3,-1,-2,-6,9,-2
C=C(c1ccccc1Cl)[n+]1ccccc1,-20,0.9,0,-9,-1,-2,-15,0,-13
N#CCc1ccc(NS(=O)(=O)c2ccc(N3CCCC3=O)cc2)cc1,-1,1.5,5,2,-2,-11,-9,-6,5

# Single records, from the list above. Screens in order: CHRM1 antagonist | CRFR2-BP ag | CHRM4 agonist | CHRM5 antagonist | CHRM4 PAM | M5 PAM | M4 antag | M1 PAM | M5 ag
# COC(=O)CCSc1cc(NCCOC(C)=O)c([N+](=O)[O-])c2nonc12 is listed with 7 | -4.0 | 1 | 1 | 12 | -5 | -6 | -6 | -2
# CCOC(=O)C1=C(C)N(CCCC(=O)O)C(=O)NC1c1ccccc1OS(=O)(=O)c1ccc(C)cc1 (stereo not drawn) is listed with -4 | 2.5 | -1 | 6 | 3 | 12 | -4 | 8 | -1

# Later entries
SMILES,CHRM1 antagonist,CRFR2-BP ag,CHRM4 agonist,CHRM5 antagonist,CHRM4 PAM,M5 PAM,M4 antag,M1 PAM,M5 ag
CCCC(C)C(=O)Nc1ccc(S(=O)(=O)Nc2nccc(C)n2)cc1 (stereo not drawn),1,3.0,1,-9,1,3,-2,3,-1
O=C(C[C@@H]1C[C@H]2c3cc(NC(=O)c4cccnc4)ccc3O[C@H]2[C@H](CO)O1)NCc1ccc(Oc2ccccc2)cc1,-13,-0.8,7,8,-6,-2,5,1,0
C=CCN1C(=O)CS/C1=N\N=C\c1cccc([N+](=O)[O-])c1,6,-2.6,1,1,3,1,-5,-2,-5
COc1ccc(C2C(C(C)=O)=C(O)C(=O)N2Cc2ccccc2)c(OC)c1 (stereo not drawn),-11,-2.7,1,14,1,-1,2,6,-4
Cc1c(-c2cc(Br)ccc2O)nc2cc3c(cc2c1C)OCO3,6,4.9,1,2,-2,3,7,-5,-3
CC(NC(=O)CSC(=S)N1CCCC1)c1ccc(S(N)(=O)=O)cc1 (stereo not drawn),-9,-0.5,-1,2,-5,5,11,4,-1
COc1cc(OC)c(NS(=O)(=O)c2cc(C(=O)OCC(=O)NCC3CCCO3)ccc2OC)cc1Cl (stereo not drawn),5,-0.4,1,6,-6,0,7,-2,1
CCCn1c(N2CCN(Cc3cccc(C)c3)CC2)nc2c1c(=O)[nH]c(=O)n2C,-20,-2.3,6,2,4,1,-21,8,-4
CC1=NC2(CCCc3c2no[n+]3[O-])N(O)C1(C)C (stereo not drawn),0,-3.6,0,11,16,-3,-5,4,-1
O=C(Nc1ccc(F)cc1F)C1CCCN1S(=O)(=O)c1cccc2nsnc12 (stereo not drawn),-15,-0.8,1,-11,4,-1,-10,8,-6
Cc1ccc(Oc2nccc(-c3ccc(Cl)cc3)n2)cc1,-2,3.1,-2,1,2,-1,-8,-1,1
CC(C)c1cc(C(=O)O)n(-c2ccccc2)n1,-9,0.2,0,4,1,-3,5,3,1
COc1ccc(CCNc2oc(COc3ccccc3F)nc2C#N)cc1,14,-0.1,11,15,-21,-15,21,-3,-4
COc1ccc(NC(=O)C(CCSC)N2C(=O)c3ccccc3C2=O)cc1 (stereo not drawn),6,49,1,-7,-1,3,8,1,0
COc1ccc(C(=O)C2CCN(C(=S)Nc3ccc(F)cc3)CC2)cc1,1,0.8,2,10,2,-3,-3,5,0
Cc1cc(C)cc(NC(=O)CSc2nnc(CN3CCOCC3)n2C)c1,-2,-2.6,1,5,-2,1,3,3,-9
C[C@@H]1CN([C@H](C)CO)S(=O)(=O)c2ccc(-c3ccc(C(=O)N(C)C)cc3)cc2O[C@H]1CN(C)C(=O)Cc1ccccn1,-9,-1.2,1,-8,8,5,-17,4,-1
CCN(CC(=O)NCc1ccc(F)cc1)C(=O)c1ccc(C)o1,-16,1.4,1,13,-5,-3,-6,10,-1
Cc1ccc(-c2nc3ccccc3n2C(C(=O)NC(C)(C)C)C2CC2)cc1 (stereo not drawn),.,.,3,1,2,0,-3,.,0
Nc1cccc2c1C(=O)N(C(=O)/C=C/c1cccc(Br)c1)C2=O,-18,2.6,0,8,5,5,-5,11,0
COC(=O)c1ccc(/C=N/N2C(C)CCCC2C)cc1 (stereo not drawn),-9,-1.3,1,12,-2,1,1,9,-1
CC(c1ccccn1)N(C)C(=O)c1ccc2nc(Cc3cccc(Cl)c3)oc2c1 (stereo not drawn),3,2.0,3,-1,-2,5,1,1,-3
COC(=O)CC(NC(=O)c1ccco1)c1ccc(C(C)C)cc1 (stereo not drawn),-2,-0.3,3,3,-4,-9,-15,-4,2
COc1ccc(CC(=O)N/N=C(\C)c2cccnc2)cc1OC,5,0.6,3,-2,0,-3,6,0,-2
C#CCOCCOCCOCCNc1nc(N2CCOCC2)nc(N2CCN(C(=O)[C@H](CCCCN)n3cc(CCC(=O)O)nn3)CC2)n1,-3,-1.4,0,2,-3,4,14,3,-1
# Next records
SMILES,CHRM1 antagonist,CRFR2-BP ag,CHRM4 agonist,CHRM5 antagonist,CHRM4 PAM,M5 PAM,M4 antag,M1 PAM,M5 ag
COCCNc1nc2c(c(=O)[nH]c(=O)n2C)n1CCCc1ccccc1,-22,2.8,2,-5,5,2,-9,16,-5
CCOc1cccc(-c2c(C(=O)N/N=C(\C)c3cccs3)nnn2-c2nonc2N)c1,0,1.5,7,1,8,2,-24,4,12
COc1ccc2c(c1)C(=O)Cc1ccccc1O2,-11,-0.3,0,10,0,3,-2,5,-4
CCOC(=O)c1c(C)nc2sc3c(=O)n(-c4ccc(C)cc4)cnc3c2c1-c1ccc(OC)cc1,-16,2.5,0,4,-3,-6,4,11,2
Nc1nc(SCC(=O)Nc2ccc3c(c2)CCC3)n[nH]1,-5,-1.5,1,8,3,0,-4,9,1
O=C(O)CCC(=O)Nc1nnc(C(F)(F)F)s1,-10,1.7,0,0,5,-3,4,0,-1
O=C1OC(N2C(=O)CC[C@H]2C(=O)NCC2CCCO2)c2ccccc21 (stereo partly drawn),102*,-0.5,0,8,6,4,-5,2,4
CCOC(=O)c1sc(C)c2c1NC(c1ccc(Cl)cc1)NC2=O (stereo not drawn),-8,1.0,0,-3,3,-2,-2,-1,-6
CNc1oc(-c2ccccc2)nc1S(=O)(=O)c1ccc(C)cc1,2,-1.8,0,16,0,-4,0,-1,-1
Cc1ccc(NC2=NCC(=O)N2C2CCCC2)cc1C,-13,-0.9,0,-11,0,1,-4,12,-1
CCOc1ccc(N2CC(C(=O)Nc3ccc(S(=O)(=O)N4CCCC4)cc3)CC2=O)cc1 (stereo not drawn),0,0.2,0,0,-2,-7,7,-6,-4
COc1ccccc1CC(=O)Nc1cc(S(=O)(=O)N2CCOCC2)ccc1N1CCOCC1,2,-0.8,1,-1,1,-1,6,2,1
Cc1cccc(OCC(=O)NCC(=O)N/N=C/c2ccc([N+](=O)[O-])cc2)c1,-2,2.7,9,7,-7,-9,-2,-3,4
Cc1cccc(C)c1NC(=O)CN1C(=O)S/C(=C\c2cccn2C)C1=O,-3,2.2,2,-7,0,3,7,5,1
Cc1ccc(-c2noc(C3CCCCC3)n2)cc1,-8,-2.6,0,7,6,-2,-9,10,-4
COc1ccc(NC(=O)CN(C)S(=O)(=O)c2ccc3c(c2)CCCN3C(C)=O)cc1,-12,0.8,12,2,-2,-7,-21,3,-2
CN(C)C1=NCCN1CC1CCCC1,7,-0.3,0,10,-6,-1,2,-2,-10
NC(=O)c1ccc(NC(=O)CN2CCOCC2)cc1,-2,2.2,1,1,-5,5,-8,12,6
CN(C(=O)c1ccc2c(Cl)c3c(nc2c1)CCC3)c1ccccc1,-6,5.1,1,4,5,-3,-6,3,4
